High-throughput results from PubChem BioAssay.
PV pol inh: poliovirus RNA polymerase inhibition; P03300; poliovirus polymerase elongation, fluorescence polarization; hits give low values; % elongation, % (compound at 16.7 µg/mL); actives 0.66% (n = 150,000); in the data active = % elongation below about 90%; also: some results filed as inactive read as strong as hits
Target sequence (P03300 1749-2209 limits assumed): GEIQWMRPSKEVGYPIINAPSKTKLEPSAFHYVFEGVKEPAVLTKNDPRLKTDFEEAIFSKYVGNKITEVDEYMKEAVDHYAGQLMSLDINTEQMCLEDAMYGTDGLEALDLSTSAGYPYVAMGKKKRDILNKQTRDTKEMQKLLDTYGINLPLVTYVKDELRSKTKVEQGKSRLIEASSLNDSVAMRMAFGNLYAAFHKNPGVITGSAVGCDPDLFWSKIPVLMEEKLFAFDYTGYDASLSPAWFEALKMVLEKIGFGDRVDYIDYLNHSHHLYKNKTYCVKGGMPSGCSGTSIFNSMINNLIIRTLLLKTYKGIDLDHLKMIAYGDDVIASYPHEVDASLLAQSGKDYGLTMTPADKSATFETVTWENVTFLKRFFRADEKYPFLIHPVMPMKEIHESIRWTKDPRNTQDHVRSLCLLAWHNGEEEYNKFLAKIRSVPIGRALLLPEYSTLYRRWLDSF
PV pol inh FP z-score: recorded beside PV pol inh, whose call it bears; z-score; measured here: FP z-score; hits read low
Active calls of the source: *; & = joins results of further samples. The list is partial; the hit share may differ from the screen's.

Sample of the layout:
structure | PV pol inh | PV pol inh FP z-score
COCCNC(=O)CSc1nc2cc3c(cc2c(=O)n1CCCC(=O)NCc1ccc2c(c1)OCO2)OCO3 | 110 | 0.8
CCC(=O)Nc1ccc(C(=O)CSc2ncc(C#N)c(N)n2)cc1OC | 100 | -0.5
Cc1cc(C)cc(N=Cc2cccc(OCc3ccccc3)c2)c1 | 108 | 0.5
CCOc1ccc(-c2cc(CCCC(=O)NCCc3ccc(SC)cc3)no2)cc1 | 107 | 0.3
COc1ccc(NC(=O)NC2COc3ccccc3C2)cc1Cl (configuration not stated) | 105 | -0.1
CCOc1ccc(CNS(=O)(=O)c2ccc(-c3coc(C)n3)cc2)cc1 | 101 | -1.6

This part in full, from the first entry:
structure | PV pol inh | PV pol inh FP z-score
COCCNC(=O)CSc1nc2cc3c(cc2c(=O)n1CCCC(=O)NCc1ccc2c(c1)OCO2)OCO3 | 110 | 0.8
CCC(=O)Nc1ccc(C(=O)CSc2ncc(C#N)c(N)n2)cc1OC | 100 | -0.5
Cc1cc(C)cc(N=Cc2cccc(OCc3ccccc3)c2)c1 | 108 | 0.5
CCOc1ccc(-c2cc(CCCC(=O)NCCc3ccc(SC)cc3)no2)cc1 | 107 | 0.3
COc1ccc(NC(=O)NC2COc3ccccc3C2)cc1Cl (configuration not stated) | 105 | -0.1
CCOc1ccc(CNS(=O)(=O)c2ccc(-c3coc(C)n3)cc2)cc1 | 101 | -1.6
CC(C)NC(=O)C1CCN(C(=O)c2cnn(-c3ccccc3)c2-n2cccc2)CC1 | 108 | -0.1
Cc1ccc(C(=O)NCCc2ccc(Cl)cc2)cc1-n1c(C)nc2cccnc21 | 117 | 1.7
CCNc1nc(N)c(C(=O)c2ccc(F)cc2)s1 | 102 | 0.8
CCSc1nc(-c2ccccc2)nc2c1Cc1c(CO)cnc(C)c1O2 | 108 | 0.3

Later entries
structure | PV pol inh | PV pol inh FP z-score
S=CC1=C2NCCCN2C2CCCCC12 (configuration not stated) | 104 | 0.3
Cc1cc(NCCO)n2c(nc3ccccc32)c1C#N | 101 | -0.2
CCCCC1CCC(C(=O)O)CC1 (configuration not stated) | 101 | 0
CCN1C(=O)NC(c2ccc(Cl)cc2)C2=C1CCCC2=O (configuration not stated) | 98 | -0.7
CCOC(=O)CN1C=NS(=O)(=O)c2ccccc21 | 100 | -0.3
NNC(=O)c1ccc2[nH]c3c(c2c1)CCCC3 | 102 | 0
Cc1cc(C)c(C#N)c(SCC(=O)c2cc(C)n(C3CCS(=O)(=O)C3)c2C)n1 (configuration not stated) | 107 | 0.7
CC(OC(=O)c1cccnc1)C(=O)Nc1ccc(Br)cc1 (configuration not stated) | 102 | 0.1
CCn1c2c(c3cc(Br)ccc31)CCCC2=O | 104 | 0.3
CCC(C)(C)C1CCC(=O)C(C2(O)C(=O)N(C)c3ccccc32)C1 (configuration not stated) | 101 | 0.2

Another view of some results above:
S=CC1=C2NCCCN2C2CCCCC12 (configuration not stated)
  PV pol inh: 104 | PV pol inh FP z-score: 0.3

Cc1cc(NCCO)n2c(nc3ccccc32)c1C#N
  PV pol inh: 101 | PV pol inh FP z-score: -0.2

The list goes on.
structure | PV pol inh | PV pol inh FP z-score
CC1CCN(S(=O)(=O)c2cccc(C(=O)NC3CCS(=O)(=O)C3)c2)CC1 (configuration not stated) | 94 | -3.1
N#C/C(=C\c1ccccc1/C=C(\C#N)c1ccc2c(c1)OCO2)c1ccc2c(c1)OCO2 | 110 | 0.7
CCC1CCCCN1P(=O)(c1ccc(C)o1)C(C)(C)C (configuration not stated) | 103 | 0.3
Cc1ccc(NC(=O)c2c(NC(=O)Cc3ccccc3)sc3c2CCC3)cc1 | 100 | -0.5
COc1ccc(C2C(=O)N(C3CCCCCC3)CC(=O)N2CCC2=CCCCC2)cc1 (configuration not stated) | 115 | 1.1
COc1ccccc1/C=C/C(=O)OCC(=O)Nc1ccccc1C(C)C | 100 | -0.8
CCC(=O)Nc1ccccc1C(=O)OCC(=O)c1ccccc1 | 100 | -0.1
O=C(Cc1cccs1)Nc1ccc2c(c1)OCCO2 | 104 | 0.4
O=c1[nH]c(=O)n(C2CCCCC2)c(O)c1C1=Nc2ccccc2SC(c2ccccc2)C1 (configuration not stated) | 105 | -0.3
S=c1nc(C23CC4CC(CC(C4)C2)C3)[nH][nH]1 | 97 | -0.8

(next part)
structure | PV pol inh | PV pol inh FP z-score
O=C1CN(C(=O)C2CC2)c2ccccc2N1 | 100 | -0.1
CSC1=NC(C)(C)CCC12C=CC(=O)C=C2 | 101 | 0.3
CCOC(=O)c1c(-c2ccccc2)n(C)c2ccc(O)cc12 | 100 | -0.4
N#CCCN(CC1CCCO1)C(=S)Nc1ccc(F)cc1 (configuration not stated) | 105 | 0
COc1cccc(NC(=O)CSc2cc(C)c3ccccc3n2)c1 | 108 | 0.9
CCC1CN(C(=O)N2CCC(C(=O)NCCc3ccc(Cl)cc3)CC2)c2ccccc2O1 (configuration not stated) | 103 | -0.7
COC(=O)c1c(C)nn(-c2ccc(F)c(Cl)c2)c1-c1cc(C)on1 | 102 | 0
CCn1cc(S(=O)(=O)c2cccc(C)c2)c(=O)c2cc(F)c(N3CCCCC3C)cc21 (configuration not stated) | 107 | -0.2
CCC(C)Nc1nc(NC)nc(NC(C)CC)n1 (configuration not stated) | 99 | -0.9
O=C(Nc1cc(Cl)ccc1Cl)c1ccc2c(c1)N(Cc1cccc(Cl)c1)C(=O)c1ccccc1S2=O (configuration not stated) | 108 | 0.4

Carrying on:
structure | PV pol inh | PV pol inh FP z-score
COc1ccc(CCNC(C)C(=O)Nc2ccc(S(N)(=O)=O)cc2)cc1 (configuration not stated) | 109 | 0.7
CCCCSCCCNC(=O)CN1C(=O)c2cccnc2Oc2ccc(Cl)cc21 | 109 | 0.6
O=C(Cc1ccsc1)NCC1COc2ccccc2O1 (configuration not stated) | 103 | -0.1
Cc1nn(CCCC(=O)Nc2cc(C(F)(F)F)ccc2Cl)c(=O)c2c1sc1ccccc12 | 114 | 0.4
CN1CCN(c2c(C(=O)c3ccccc3)cnc3ccc(Cl)cc23)CC1 | 99 | -1.2
CCCCNC(=O)C1CCC(Cn2c(=O)c3sccc3n(CC(=O)Nc3ccccc3)c2=O)CC1 (configuration not stated) | 101 | -1.2
CC1Cn2c(C(=O)N3CCc4ccccc4C3)cc3c(Cl)ccc(c32)O1 (configuration not stated) | 104 | 0.4
CC(C)n1c(NCc2ccccc2)nc2c1c(=O)[nH]c(=O)n2C | 102 | 0.4
Cc1ccc(C2=C/C(=C\c3ccccc3C)C(=O)O2)cc1 | 103 | 0.3
C[C@H](CCC(=O)O)[C@H]1CC[C@H]2[C@@H]3CC[C@@H]4C[C@H](O)CC[C@]4(C)[C@H]3CC[C@]12C | 102 | 0.3

Carrying on.
structure | PV pol inh | PV pol inh FP z-score
COc1cccc(NS(=O)(=O)c2cc(OC)ccc2OC)c1 | 99 | -0.2
CCC(C)NC(=O)c1cc(C2CC2)on1 (configuration not stated) | 100 | -0.8
CCN(CC)C(=O)C1CCC(=O)N(c2ccc(OC)cc2)C1c1ccc(OC)c(OC)c1 (configuration not stated) | 100 | 0.1
Cc1cccc(C2CC(=O)NC3=C2C(=O)CC(c2cccs2)C3)c1 (configuration not stated) | 98 | -0.9
COc1ccc(C(=O)N(Cc2ccco2)Cc2ccco2)cc1 | 111 | 0.6
Cc1cc(C)nc(SCC(=O)N(c2ccccc2)C(C)C)n1 | 104 | 0.4
Cc1cccc(N(C)S(=O)(=O)c2ccc3c(c2)CCC(=O)N3)c1 | 102 | 0.4
CCOC(=O)C1CCN(c2ncnc3c2c(-c2ccccc2)cn3-c2ccc(C)c(Cl)c2)CC1 | 108 | 0.2
COc1ccc(-n2c(SCC(=O)Nc3cc(C)cc(C)c3)nc3c(oc4ccccc43)c2=O)cc1 | 106 | 0.5
O=C(OCCn1ccnc1)c1ccc(-c2ccccc2)cc1 | 105 | 0.4

Going on with the list.
structure | PV pol inh | PV pol inh FP z-score
Nc1nc(SCC(=O)N2CC(=O)Nc3ccccc32)n[nH]1 | 102 | 0
CC(=O)NCc1ccc(C(=O)CSc2nnc(C3COc4ccccc4O3)n2C)cc1 (configuration not stated) | 99 | -0.5
COc1cc2oc(=O)c(CC(=O)N3CCCCC3)c(C)c2cc1OC | 103 | -0.8
CC(C)OC(=O)CCC1(C(=O)O)CCC(=O)NC1 (configuration not stated) | 102 | 0.1
OCCSc1nnc2c(n1)[nH]c1ccccc12 | 100 | 0
Cc1cccc(NC(=O)CSc2nc3ccc(NC(=O)c4ccccc4)cc3s2)c1 | 108 | 0.2
CC(N)c1ccc(-c2ccccc2)cc1 (configuration not stated) | 77 | -2.6
Cc1cc(Cc2ccc(Cl)cc2)c(=O)[nH]n1 | 101 | -0.5
Cc1ccc(NC(=O)CN2CCSC2=O)cc1 | 99 | -0.2
C/C(=N\O)c1ccc2c(c1)Cc1ccccc1-2 | 104 | 1.5

Going on with the list:
structure | PV pol inh | PV pol inh FP z-score
Cc1cc(NC(=O)Cn2c(=O)oc3cc(S(=O)(=O)N4CCCC4)ccc32)ccc1Br | 104 | 0.1
CN(C)c1cc(Nc2ccc(Cl)cc2)c2c3c(onc13)-c1ccccc1C2=O | 109 | 2
O=C(CN1CCC(N2CCCCC2)CC1)NC12CC3CC(CC(C3)C1)C2 | 101 | -0.4
N/C(=N\O)c1c(Cl)cccc1Cl | 104 | 0.4
CCc1ccc(S(=O)(=O)c2nnn3c2nc(N(C)Cc2ccccc2)c2cc(Cl)ccc23)cc1 | 103 | -0.4
O=C(OCC(F)(F)C(F)F)c1ccc2ccccc2c1 | 100 | -0.2
CCOc1ccc(NC(=O)c2sc3nc(-c4ccc(OC)cc4)cn3c2C)cc1 | 107 | 0
COC(=O)c1ccc(NC(=O)C2(S(=O)(=O)c3ccc(C)cc3)CC2)cc1 | 108 | 0.5
COc1ccc(-c2nnn3c2nc(NCc2ccc(C)cc2)c2ccccc23)cc1 | 102 | -0.6
CN1CCN(c2ccccc2NC(=O)C2c3ccccc3C(=O)N(C)C2c2cn(C)c3ccccc23)CC1 (configuration not stated) | 101 | 0.1

Other compounds follow.
structure | PV pol inh | PV pol inh FP z-score
Cc1cccc(C(=O)N2CCc3cc(CNS(=O)(=O)c4cccs4)ccc32)c1 | 105 | -0.6
COC(=O)C1Cc2ccccc2CN1C1CC(=O)N(c2cc(C)ccc2C)C1=O (configuration not stated) | 102 | -0.2
O=C1CCC2CC1CCC2=O | 103 | 0.1
Cc1ccc(SC(C)c2nc(-c3ccncc3)no2)cc1 (configuration not stated) | 100 | -0.9
O=c1cc(-c2ccc(O)cc2)oc2cc(O)cc(O)c12 | 97&102 | -0.2&0.3
COC(=O)c1cc2sc(C)cc2n1Cc1ccc(Br)cc1F | 112 | 0.4
Cc1ccc(-c2ccc(C)c(N)c2C)c(C)c1N | 102 | 0.4
O=C1CSC(c2ccccn2)N1Cc1cn2ccccc2n1 (configuration not stated) | 101 | -0.2
CCN(C(=O)c1noc2c1COc1ccc(C)cc1-2)c1cccc(C)c1 | 103 | -0.6
COc1ccccc1CN(C)C(=O)c1ccc2nc[nH]c2c1 | 103 | 0.2

Remaining list, next part:
structure | PV pol inh | PV pol inh FP z-score
O=C(NC1CCCCC1)c1cc2c(Cl)nc3ccccc3c2s1 | 105 | 0.2
Cc1cc(C)cc(NC(=O)C(=O)NCC(c2cccnc2)N2CCc3ccccc3C2)c1 (configuration not stated) | 111 | 0.6
CC(C)(C)C(=O)Nc1nc(NC(=O)C(C)(C)C)nc(-c2ccccc2Cl)n1 | 99 | -0.5
CCOc1ccc(NC(=O)CN(Cc2ccccc2)S(=O)(=O)c2ccc3nc(C)sc3c2)cc1 | 105 | -0.3
Cc1nn(-c2ccccc2)c2sc(-c3nc(=S)[nH][nH]3)cc12 | 105 | 0.4
Cc1cccc(OCCSC(N)=S)c1 | 98 | -0.4
CN1C(=O)c2ccccc2Sc2ccc(NC(=O)c3ccccc3F)cc21 | 98 | -1.3
COC(=O)c1cc(=O)nc(NC(=O)Nc2c(-c3c(Cl)cccc3Cl)noc2C)s1 | 102 | 0.4
C=C1Cc2c(Cl)cc3[nH]c4c5c3c2[C@@]2(O)[C@@H]1C[C@@H]2C(C)(C)O[C@H]5[C@@H]1CC[C@@]2(O)[C@@]35O[C@@H]3[C@@H](O)[C@@H](C(=O)O)O[C@H]5CC[C@]2(C)[C@@]41C | 102 | 0.5
CCOc1ccc(NC(=O)NCc2cccn2C)cc1 | 102 | -0.1

Ordered by SMILES length (smallest number first): some entries from above
structure | PV pol inh | PV pol inh FP z-score
CC(C)(C)C(=O)Nc1nc(NC(=O)C(C)(C)C)nc(-c2ccccc2Cl)n1 | 99 | -0.5
COC(=O)c1cc(=O)nc(NC(=O)Nc2c(-c3c(Cl)cccc3Cl)noc2C)s1 | 102 | 0.4
CCOc1ccc(NC(=O)CN(Cc2ccccc2)S(=O)(=O)c2ccc3nc(C)sc3c2)cc1 | 105 | -0.3
C=C1Cc2c(Cl)cc3[nH]c4c5c3c2[C@@]2(O)[C@@H]1C[C@@H]2C(C)(C)O[C@H]5[C@@H]1CC[C@@]2(O)[C@@]35O[C@@H]3[C@@H](O)[C@@H](C(=O)O)O[C@H]5CC[C@]2(C)[C@@]41C | 102 | 0.5

(next part)
structure | PV pol inh | PV pol inh FP z-score
Cc1[nH]c2ccccc2c1C(c1ccccc1)c1ccc(Cl)s1 (configuration not stated) | 108 | 0.3
C=CCn1c(=O)c2ccccc2n2nnc(C(=O)OCC)c12 | 104 | 0
CC1=Nc2cc(C(=O)NCCc3ccccc3)ccc2Sc2ccccc21 | 105 | 1
CCC(C)C(NCc1c(O)ccc2c(C)cc(=O)oc12)C(=O)O (configuration not stated) | 102 | 0.1
CCc1ccc2[nH]c3nc(C)cc(C)c3c(=O)c2c1 | 102 | 0.1
CC(C)c1ccc(N2C(=O)CSC23C(=O)N(Cc2ccccc2)c2ccccc23)cc1 (configuration not stated) | 109 | 0.6
O=C(Nc1ccnn1Cc1ccco1)c1cccnc1Sc1ccccc1 | 95 | -0.7
